SW480 rereplic: DNA re-replication induction in SW480 cells | SW480 DNA re-replication, Hoechst DNA content imaging, 48 h | Potency, µM (series often up to 46.1 µM), inactives show at the top dose re-replication activation, actives largely listed as activators | hit rate 1.8% among 340,000 | AID 624297; further: potency means the concentration at half of the fitted maximal effect; % of control where 0% means no effect; nearly all actives have a fitted effect of over 55% in size
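SW480 cells exposed to compounds for 48 hr at 37 C, 5% CO2, then Hoechst-stained 40 min. Nuclear DNA content imaged by fluorescence scanning (405 nm excitation, 500-530 nm emission); re-replication scored as increased high-intensity nuclei.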
ATXN2 expr inh: ATXN2 expression inhibition; HEK-293 ATXN2-luciferase reporter, luminescence, 24 h; Potency, µM (top dose mostly 57 µM), for the others: at the highest dose activity change, negative = inhibition, usual class: inhibitors; hit rate 0.72% among 360,000; AID 1745845; further: potency means the concentration at half of the fitted maximal effect; on the % scale 0 is the no-effect control and ±100 the full control effect; nearly all actives have a fitted effect of over 55% in size
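qHTS (up to 57 uM final) was run with 24 h compound exposure of reporter cells at 37 °C. Each well was multiplexed: SteadyGlo luminescence measured ATXN2-luciferase expression after a fluorogenic Gly-Phe-AFC viability readout (25 uM final).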
HT1080NT lethal: kills 2HG-producing HT-1080-NT fibrosarcoma cells; HT-1080-NT fibrosarcoma viability, CellTiter-Glo ATP luminescence, 48 h; Potency, µM (series often up to 46.1 µM), for the others: top-dose activity, negative = less viability, hits mostly cytotoxic; hit rate 1.6% among 360,000; AID 686970;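 further: NT is the 2HG producing partner of a matched IDH1 knockdown line; potency means the concentration at half of the fitted maximal effect; 0% = DMSO-treated cells and -100% = media-only wells without cells; nearly all actives have a fitted effect of over 55% in size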
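Luminescent CellTiter-Glo readout after 48 hours of compound exposure at 37 degrees C defined viability of HT-1080-NT cells. Activity was normalized to DMSO wells and cell-free media wells; concentration-response curves were fitted and assigned curve classes.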
S2 tox: viability counter-screen for ATXN expression inhibitors | S2 cells (HEK-293 line with an ATXN2-luciferase reporter) viability, CellTiter-Fluor protease fluorescence, 24 h | Potency, µM (doses to about 56.7 µM), actives largely listed as cytotoxic | hit rate 0.49% among 400,000; further: potency means the concentration at half of the fitted maximal effect; nearly all actives have a fitted effect of over 40% in size
KB-V1 cytotox: kills drug-selected multidrug resistant KB-V1 cells. Potency, µM (doses to about 46.1 µM), for inactives: top-dose activity change, negative = cytotoxicity, most hits filed as cytotoxic. hit rate 3.4% among 400,000. KB-V1 MDR cells viability, CellTiter-Glo, 72 h; further: potency means the concentration at half of the fitted maximal effect; on the % scale 0 is the no-effect control and ±100 the full control effect; nearly all actives have a fitted effect of over 60% in size
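Cytotoxicity via CellTiter-Glo luminescence after 72 h compound exposure at 37 degrees C. Cells: drug-selected KB-V1 line, DMEM phenol-red free plus 10% FBS. Compounds tested at multiple concentrations; normalized data fitted to concentration-effect curves.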
HT1080 IDH1KD tx: toxicity to HT-1080 IDH1 knockdown cells (counter line); AID 686971; Potency, µM (series often up to 46.1 µM), without a hit: top-dose activity, negative = toxicity, usual class: cytotoxic; HT-1080 IDH1 knockdown viability, ATP luminescence, 48 h; hit rate 2% among 360,000;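 further: potency means the concentration at half of the fitted maximal effect; 0% = DMSO wells and -100% = cell-free medium wells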
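CellTiter-Glo luminescence after 48 h compound exposure at 37 degrees C of IDH1-knockdown HT-1080 cells in 5% FBS RPMI. %Activity scaled between DMSO wells and cell-free media wells, with curves fitted and assigned curve classes.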
MCF10A rerep: DNA re-replication induction in MCF 10a cells | Potency, µM (highest dose often 46.1 µM), without a hit: at the top dose activity, positive = re-replication, usual class: activators | hit rate 2.9% among 350,000 | MCF 10A DNA re-replication, Hoechst nuclear intensity, 48 h | AID 624296; further: potency means the concentration at half of the fitted maximal effect; % of control where 0% means no effect; nearly all actives have a fitted effect of over 50% in size
IL-1B inflam inh: blocks inflammasome-driven IL-1 beta release. THP-1 LPS/ATP IL-1B secretion, AlphaLISA, 16 h; stronger effect = lower value. activity change, % at 57.5 µM. hit rate 4.7% among 360,000; in the data active means activity change below about -50%; inconclusive means mostly about -30% to -49%; further: on the % scale 0 is the no-effect control and ±100 the full control effect
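THP-1 cells pretreated 1 hr with compounds (up to 57.5 uM final), then stimulated with LPS (250 ng/mL final) plus ATP (1.25 mM final); secreted IL-1B measured by AlphaLISA after 16 hr, decreased signal indicating inhibition.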
KB-3-1 cytotox: KB-3-1 parental cell cytotoxicity; Potency, µM (series often up to 46.1 µM), for inactives: top-dose activity change, negative = cytotoxic, hits mostly cytotoxic; hit rate 1.4% among 400,000; KB-3-1 viability, CellTiter-Glo ATP luminescence, 72 h; further: potency means the concentration at half of the fitted maximal effect; on the % scale 0 is the no-effect control and ±100 the full control effect; nearly all actives have a fitted effect of over 60% in size
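Multi-concentration cytotoxicity screen in KB-3-1 cells grown in DMEM lacking phenol red with 10% FBS. After 72 h at 37 °C with compound, ATP-dependent luminescence was recorded.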
* = called active by the depositor; i = inactive; u = inconclusive; x = no result given; [ ] = another dose, or the depositor's remark. Unless noted, the call rests on the fitted dose curve; in most records, active means well fitted curve in the direction sought with a large enough effect; inconclusive means small, poorly fitted or top-dose-only effect, or another doubt; inactive means no such curve, though single readings can be large; an effect the other way counts as inactive or inconclusive. An unsorted share of the library; any-hit rate near 11%.

SMILES	IL-1B inflam inh	SW480 rereplic	HT1080 IDH1KD tx	HT1080NT lethal	ATXN2 expr inh	KB-3-1 cytotox	MCF10A rerep	KB-V1 cytotox	S2 tox
COc1cc(OC)c(C(=O)OCC(=O)NCCc2ccccc2)cc1OC	13	-4%	5%	11%	-10%	-8%	2%	-10%	i
COc1ccc(O)c(/C=N/c2sc(C)c(C)c2C#N)c1	0	-2%	-1%	3%	28%	9%	4%	21%	i
COc1ccc([N+](=O)[O-])cc1NC(=O)/C=C/C(=O)O	19	-230%[inhibitor]	20%	2%	3%	-6%	-6%	1%	u
COc1cc2oc(=O)cc(-c3cccc(-c4ccc(C(F)(F)F)cc4)c3)c2c(OC)c1OC	-8	0%	-2%	-2%	-6%	-12%	u	0%	i
CC(C)CNC(=O)CCCc1c[nH]c2ccccc12	8	9%	10%	7%	5%	4%	-2%	6%	i
Cc1cnc(CNC(=O)c2csc([C@@H]3C[C@H](O)[C@@H](CO)O3)n2)cn1	-10	x	u	7%	10%	u	x	9%	i
CCOc1ccc(C(C(=O)NC2CCCCC2)N(C(=O)Cc2cccs2)c2ccc(-n3cnnn3)c(OC)c2)cc1 (centres undefined)	0	u	u	u	-8%	u	24%	6%	i
CN(C)Cc1nc2ccccc2c(=O)n1Cc1nc(C(C)(C)C)cs1	-1	2%	-6%	1%	-6%	-4%	u	-2%	u
O=C(O)C1=C[C@H](c2ccc(Br)cc2)C[C@H](OCCCCO)O1	5	-8%	2%	-1%	1%	7%	0%	14%	i
COc1ccc(N2CCN(C(=O)c3cccs3)CC2)cc1	u	-19%	18%	13%	7%	2%	10%	2%	i
CCN(C(=O)Cn1nc(Cc2ccncc2)c2ccccc2c1=O)c1cccc(Cl)c1	x	x	x	x	-3%	17%	x	3%	i
Cn1nc(C(F)(F)F)c(C(=O)Nc2ccc(F)cc2F)c1Sc1cccc(C(F)(F)F)c1	0	-5%	0%	0%	-10%	u	10%	13µM*	i

3 entries out of the list, sorted by formula weight, low to high:
SMILES	IL-1B inflam inh	SW480 rereplic	HT1080 IDH1KD tx	HT1080NT lethal	ATXN2 expr inh	KB-3-1 cytotox	MCF10A rerep	KB-V1 cytotox	S2 tox
COc1ccc(O)c(/C=N/c2sc(C)c(C)c2C#N)c1	0	-2%	-1%	3%	28%	9%	4%	21%	i
COc1ccc(N2CCN(C(=O)c3cccs3)CC2)cc1	u	-19%	18%	13%	7%	2%	10%	2%	i
O=C(O)C1=C[C@H](c2ccc(Br)cc2)C[C@H](OCCCCO)O1	5	-8%	2%	-1%	1%	7%	0%	14%	i

Next part:
SMILES	IL-1B inflam inh	SW480 rereplic	HT1080 IDH1KD tx	HT1080NT lethal	ATXN2 expr inh	KB-3-1 cytotox	MCF10A rerep	KB-V1 cytotox	S2 tox
COc1ccc(CNC(=O)C2CCCN(S(=O)(=O)c3cnc[nH]3)C2)cc1 (centres undefined)	25	3%	14%	8%	7%	-2%	-21%	2%	i
CCOc1cccc(C(=O)Nc2nc3c(s2)CC(C(C)(C)C)CC3)c1 (centres undefined)	x	x	x	x	3%	0%	x	-7%	i
Cc1ccnc(NC(=O)c2sc3ccccc3c2Cl)c1	0	2%	-7%	2%	-27%	12%	2%	u	i
CC(C)NC(=O)Nc1ccc2c(c1)C(=O)N([C@H](C)CO)C[C@H](C)[C@@H](CN(C)S(C)(=O)=O)O2	4	-10%	11%	0%	4%	28%	-9%	u	i
CCn1c(CN2CCN(C)CC2)nc2cc(NC(=O)c3cc(OC)c(OC)c(OC)c3)ccc21	x	x	x	x	-3%	-23%	x	-12%	u
C/C(=N\NC(=O)c1nn(C)c(C)c1Br)c1ccc(NC(=O)c2ccc(C)s2)cc1	7	-3%	17%	19%	29%	0%	0%	u	i
O=[N+]([O-])c1cc(S(=O)(=O)O)cc([N+](=O)[O-])c1NN(c1ccccc1)c1ccccc1	-7	-7%	23%	29%	8%	28%	0%	18%	i
CC(=O)N(Cc1ccccc1)c1nc(-c2ccccc2)cs1	-18	2%	-9%	-1%	x	2%	-2%	2%	i
Cc1cc(C)c2cc(C#N)c(NCCCNC(=O)CCC(=O)O)nc2c1	-14	0%	-1%	5%	3%	2%	-2%	u	i
O=C(Nc1ccc(O)c2c(=O)cc(-c3ccccc3Cl)oc12)c1ccc(Cl)cc1Cl	65	3%	9%	2%	1%	12%	-12%	-1%	i
c1ccc(-c2nc(NCCCN3CCOCC3)c3ccccc3n2)cc1	u	7%	-14%	-1%	-13%	0%	u	6.5µM*	u
O=C(NCC1CCCO1)c1ccc(CS(=O)(=O)c2ccc(Br)cc2)o1 (centres undefined)	28	-2%	-1%	0%	4%	3%	0%	-20%	i

(more compounds)
SMILES	IL-1B inflam inh	SW480 rereplic	HT1080 IDH1KD tx	HT1080NT lethal	ATXN2 expr inh	KB-3-1 cytotox	MCF10A rerep	KB-V1 cytotox	S2 tox
O=C(NCC1CCCO1)C(c1cccnc1)N(C(=O)Cc1cccs1)c1cccnc1 (centres undefined)	6	-21%	14%	5%	1%	-4%	-5%	3%	i
Cc1cccc(NC(=O)C2CCN(S(=O)(=O)c3c(C)nn(C)c3C)CC2)n1	34	0%	-3%	-8%	-5%	-21%	0%	u	i
Cc1ccccc1C(=O)Nc1ccccn1	0	-3%	8%	14%	23%	-1%	2%	8%	i
CNC(=O)CN(c1ccc(OC)cc1)S(=O)(=O)c1ccc(F)cc1	17	-6%	-2%	-1%	-7%	0%	-3%	-2%	i
Cc1ccc(-n2ncc3c(N4CCCC(C)C4)ncnc32)c(C)c1 (centres undefined)	-11	-3%	6%	16%	44%[activator]	0%	9%	-24%	u
CC1(C)CC2CC(C)(CN2C(=S)NC(=O)c2ccccc2Cl)C1 (centres undefined)	17	0%	-14%	-3%	-11%	-5%	u	u	u
Cc1ccc(S(=O)(=O)N2CCN(c3ccnc4cc(Cl)ccc34)CC2)cc1C	u	0%	-16%	-14%	-33%	-13%	2%	u	i
CCC(=O)Nc1ccc(C(=O)N/N=C/c2ccccc2[N+](=O)[O-])cc1	-3	-2%	-25%	-1%	21%	10%	-14%	u	i
COc1ccc(NC(=O)N2CCCC2C(=O)NCc2ccccc2Cl)cc1 (centres undefined)	1	-14%	7%	10%	6%	20%	1%	-9%	i
CCc1nnc(NC(=O)C2CCCN(S(=O)(=O)c3ccccc3)C2)s1 (centres undefined)	25	8%	2%	2%	6%	0%	26%	-18%	i
COc1ccc2nc(N3CCN(C(=O)c4ccc([N+](=O)[O-])o4)CC3)sc2c1	-88*	-248%[inhibitor]	-10%	-23%	-37%	16µM*	u	u	i
COc1cc(OC)c2c(C)c(CC(=O)NCc3ccccc3OC)c(=O)oc2c1	x	x	x	x	7%	-11%	x	u	i

The list continues.
SMILES	IL-1B inflam inh	SW480 rereplic	HT1080 IDH1KD tx	HT1080NT lethal	ATXN2 expr inh	KB-3-1 cytotox	MCF10A rerep	KB-V1 cytotox	S2 tox
CCN1CCN(C(=O)C2CCN(c3nnc(-n4c(C)ccc4C)s3)CC2)CC1	-29	u	1%	7%	8%	1%	13%	u	i
C=CCN1C(=O)C2(NNc3ccccc3O2)c2ccccc21 (centres undefined)	8	0%	u	u	-13%	u	u	u	i
C[C@@H]1CN([C@@H](C)CO)S(=O)(=O)c2ccc(Br)cc2O[C@@H]1CN(C)C(=O)C1CC1	-11	x	-2%	2%	2%	36%	x	61%	i
CCOc1ccc(NS(=O)(=O)c2ccc(C(=O)NCC(C)(C)N3CCOCC3)cc2)cc1	-2	1%	-9%	-5%	-7%	6%	u	1%	i
O=C(Cc1c(F)cccc1Cl)NCC(=O)OCc1ccccc1	u	-7%	7%	2%	19%	2%	23%	-1%	i
CCn1nnnc1SCC(=O)Nc1nc(-c2cccs2)cs1	-2	1%[9.22 µM]	-5%	-4%	7%	-4%	u	-21%	i
O=C(NCc1ccccc1)C(c1c(F)cccc1Cl)N(C(=O)c1csnn1)C1CC1 (centres undefined)	-17	-13%	25%	21%	-10%	-10%	u	-4%	i
CC(=O)Nc1cccc(/C(C)=N/NC(=O)c2cc(-c3ccncc3)nc3ccccc23)c1	7	-10%	-4%	-6%	-11%	-3%	-2%	15%	i
O=[N+]([O-])c1cc(-c2nc(-c3ccco3)no2)ccc1NCc1ccccc1	x	x	x	x	30%	1%	x	7%	i
Cc1ccc(NC(=O)CC(=O)Nc2ccc(C)c(C)c2)cc1C	-4	-4%	5%	-1%	-1%	9%	2%	3%	i
CCOC(=O)c1ccc(NC(=S)N2CCN(C(=O)C3CCCO3)CC2)cc1 (centres undefined)	0	-15%	18%	14%	-3%	-13%	-4%	-20%	i
COc1cccc2cc(C(C)=O)c(=O)oc12	23	-13%	21%	5%	-5%	1%	u	u	i

The list goes on:
SMILES	IL-1B inflam inh	SW480 rereplic	HT1080 IDH1KD tx	HT1080NT lethal	ATXN2 expr inh	KB-3-1 cytotox	MCF10A rerep	KB-V1 cytotox	S2 tox
Cc1cccc(OCC(=O)Nc2ccc(NC(=O)c3ccco3)cc2)c1	-5	-3%	-18%	0%	10%	20%	6%	-9%	i
CN(C(=O)c1cccc(NC(=O)Cc2ccc(NC(=O)C3CCCN(S(=O)(=O)c4cccc([N+](=O)[O-])c4)C3)cc2)c1)C1CCCCC1 (centres undefined)	-2	6%	3%	10%	-7%	-7%	17%	8%	i
CC(=O)Nc1ccc(NC(=O)C(=O)c2cn(CC(=O)N3CCCC3)c3ccccc23)cc1	9	-5%	-16%	1%	-10%	22%	9%	16%	i
O=C(Nc1cccs1)Nc1c(F)c(F)cc(F)c1F	16	1%	11%	3%	-4%	0%	1%	-22%	u
CCOC(=O)N1CCC(NS(=O)(=O)c2cc3c(cc2Br)CCN3C(=O)CC)CC1	-11	-3%	9%	-8%	-29%	7%	-7%	10%	i
CN(C(=O)c1cccc(NC(=O)Cc2ccc(NC(=O)C3CCCN(C(=O)C4CCCCC4)C3)cc2)c1)C1CCCC1 (centres undefined)	38	u	-2%	-2%	-23%	-4%	15%	23%	i

Compound activity: PubChem BioAssay, National Center for Advancing Translational Sciences (NCATS)
